High-throughput results as filed in PubChem.
T cell HTS = modulators of CD8 T cell-vesicle binding, primary screen, mouse 2C CD8+ T cells, flow cytometry; 0.068% of 330,000 active; 2C CD8+ T cell-vesicle binding; active compounds read low; calls only at 7 µM;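 active means response, share of CD8 T cells binding vesicles, and their 90th percentile fluorescence all below set limits, cut at about 80% in these data, passing the limit was not always enough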
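Also added: QL9-peptide-loaded Drosophila micro-vesicles bearing Ld, ICAM-1 and B7-1; Test system: purified 2C TCR transgenic mouse naive CD8+ T cells; Measured by: cytometric PE anti-B7-1 and Alexa647 anti-CD8 signals after 1% paraformaldehyde fixation; Timing: binding step 1.5 h, 37 °C, antibody labelling 20 min, ice.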
RSV antiviral HEp-2 = RSV antiviral activity via CPE protection, HEp-2 cells, primary 10 µM value included (AID 2391) | HEp-2 cells, RSV-induced CPE inhibition; higher % means a stronger effect | CPE inhibition, % at 10 µM; hits with a dose series show IC50 in µM | 0.13% of 310,000 active; in the data active means a potency from the dose series; inconclusive means CPE inhibition mostly from about 23% at the one dose, without a potency; inactive means the rest, 99 in 100 with CPE inhibition below about 21%; further: strong numbers were not always called active
Myeloid diff 2 = induction of myeloid progenitor differentiation, primary screen, cell-based, flow cytometry, MLPCN library; ER-HoxA9 myeloid progenitors, lysozyme-GFP differentiation; calls only at 10 µM; 1% of 360,000 active;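 active means normalized GFP-positive differentiation at or above the plate's own cutoff, the solvent-only control mean plus 3 SD; inconclusive means no clear call, values can overlap the other calls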;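 further: cells exposed to compound for four days before flow analysis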
Large T inhibition = SV40 large T antigen inhibitors, biochemical (AID 1903). inhibition, % at 20 µM, or IC50 in µM where a hit was titrated. 0.39% of 310,000 active. SV40 large T antigen ATPase/helicase inhibition assay; higher % means a stronger effect; in the data active means a potency from the dose series; inconclusive means inhibition mostly from about 32% at the one dose, without a potency; inactive means the rest, 99 in 100 with inhibition below about 32%; further: strong numbers were not always called active
West Nile antiviral = West Nile virus antiviral activity, cell-based, CPE readout (AID 1621); one-dose CPE inhibition, % at 10 µM; IC50 in µM for titrated hits; West Nile virus-infected cells, CPE inhibition; higher % means a stronger effect; 0.02% of 290,000 active; in the data active means a potency from the dose series; inconclusive means CPE inhibition mostly from about 3.7% at the one dose, without a potency; inactive means the rest, 99 in 100 with CPE inhibition below about 2.2%; further: strong numbers were not always called active
WT yeast gro inh = growth inhibition of WT strain, primary screen, mitochondrial fusion inhibitor project, WT and mutant strains, chemical genetic. mitochondrial fusion phenotypic screen. inhibition, % at 10 µM. 2.1% of 190,000 active; in the data active means inhibition above about 58%; tested in S. cerevisiae
Salmonella PhoP GFP = inhibitors of PhoP regulon expression, primary screen, Salmonella Typhimurium, GFP reporter (AID 1863); S. Typhimurium PhoP-regulated promoter GFP reporter, 4 h; higher % means a stronger effect; 0.16% of 300,000 active; inhibition, % at 50 µM; hits with a dose series show IC50 in µM;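 active means inhibition over 29.93%, a cutoff 3 SD above the screen mean, later confirmed by dose response; inconclusive means inhibition over 29.93% but no dose response follow-up; inactive means inhibition at most 29.93% or unconfirmed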;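 further: 0% = low Mg2+ inducing control and 100% = high Mg2+ repressing control; strong numbers were not always called active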
b-catenin transl = modulators of beta-catenin nuclear translocation, primary screen, imaging, HeLa cells, immunofluorescence, high-content; nuclear translocation activity, % at 5 µM; 0.3% of 190,000 active; AID 1665, 2009;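 active means nuclear translocation activity above 50% at 5 µM, with a well cell count of 50 or more; inconclusive means wells under 50 cells across six images, flagged as toxic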;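 further: per-cell ratio of nuclear to cytoplasmic median beta-catenin stain intensity; plate controls were DMSO negative control for no effect and GSK-3 inhibitor IX positive control for full effect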
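Test system: human HeLa cells, endogenous beta-catenin. Times: 24 h compound exposure, 37°C. Measured by: beta-catenin immunofluorescence imaging with DAPI.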
MgcRacGAP inhibition = MgcRacGAP GTPase-activating activity inhibitors, confirmation, biochemical, ADP Hunter fluorescence. Rac GTPase-activating protein 1 (Homo sapiens). MgcRacGAP-stimulated Rac1 GTP hydrolysis, ADP Hunter fluorescence; higher % means a stronger effect; GST-tagged Rac1 F28L mutant substrate. inhibition, % at 30 µM, or IC50 in µM where a hit was titrated. 0.6% of 340,000 active. AID 624330, 2012;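 active means first-screen hits whose inhibition reached a set limit at any dose in the follow-up dose series; inconclusive means inhibition above the set first-screen limit but never retested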;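 further: fluorescence reports GDP produced by GAP-driven GTP hydrolysis; strong numbers were not always called active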
WT yeast gro inh mutant strain = also measured in WT yeast gro inh; calls as there; inhibition, %; mitochondrial fusion phenotypic screen, mutant strain inhibition
b-catenin transl cell count 5 µM = further read-out of b-catenin transl, marked with its call; cell count; measured here: cell count, cytotoxicity flag
T cell HTS vesicle-bound % = further read-out of T cell HTS, marked with its call; double positive events, %; measured here: CD8+ vesicle-bound cell fraction;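 binding gate set so that unloaded-vesicle control wells show 10% double positive cells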
Myeloid diff 2 GFP+ MAC1+ % = second read-out of Myeloid diff 2, no call of its own (marks repeat the call); GFP+ MAC1+ double positive, %; measured here: differentiation confirmed by MAC1 staining
The depositor's hits bear a star; i = inactive; u = inconclusive; x = no result given; + = active, no number.

SMILES	T cell HTS	T cell HTS vesicle-bound %	RSV antiviral HEp-2	Myeloid diff 2	Myeloid diff 2 GFP+ MAC1+ %	Large T inhibition	West Nile antiviral	WT yeast gro inh	WT yeast gro inh mutant strain	Salmonella PhoP GFP	b-catenin transl	b-catenin transl cell count 5 µM	MgcRacGAP inhibition
COc1cc(OC)cc(C(=O)N[C@H](C(=O)OCC(=O)Nc2ccc(C)cc2C)C(C)C)c1	i	44	3.7%	i	0.6	4%	-0.3%	0	-3	13%	2.9	460	5%
COc1ccc2c(c1)cc(C(=O)N[C@H](C(=O)N1CCC[C@H]1C(=O)O)C(C)C)n2C	i	22	-0.8%	i	3.4	5%	0.1%	x	x	-2%	x	x	-2%
O=C(CCS(=O)(=O)c1ccc(Br)cc1)N1CCN(c2ccc(Cl)cc2)CC1	i	48	0.0%	i	1.7	2%	-0.8%	-9	14	5%	1.2	1383	9%
CN(Cc1ccco1)C(=O)c1ccc(S(=O)(=O)N2CCCCCC2)cc1	i	22	1.8%	i	1.2	x	x	x	x	x	x	x	7%
Cc1cc(NC(=O)COc2c(C)cccc2C)no1	i	35	-0.4%	i	0.3	7%	0.7%	-7	-4	4%	1.9	1073	5%
COc1ccc(CN(C)C(C)C(=O)Nc2ccc(S(=O)(=O)N3CCOCC3)cc2)c(OC)c1 (stereo unspecified)	i	22	1.8%	i	0.8	5%	-1.4%	15	-17	6%	-0.7	1080	-4%
Cc1c(C2(O)C(=O)Nc3ccc(F)cc32)c(=O)n(-c2ccccc2)n1C (stereo unspecified)	i	9	1.3%	i	1.3	9%	0.3%	2	-9	-1%	x	x	7%
Clc1ccc(CO/N=C2\CCCc3nonc32)cc1	i	4	1.8%	i	0.4	4%	-0.2%	12	18	1%	0.5	1136	3%
Cc1ccc(NC(=O)CCS(=O)(=O)c2ccc(Br)cc2)nc1	i	52	1.9%	i	1.5	4%	-0.8%	18	2	15%	-6.5	597	5%
COc1cc2c(cc1NC(=O)COC(=O)CNS(=O)(=O)c1ccc(C)cc1)oc1ccccc12	i	56	8.2%	i	1.4	4%	0.0%	20	12	13%	0.7	1081	6%
CCC(Cc1ccccc1)NC(=O)C1CCN(S(=O)(=O)c2c(C)noc2C)CC1 (stereo unspecified)	i	15	-1.6%	i	6.5	7%	-0.3%	0	-3	-4%	-5.1	1208	3%
CC1CCCC(C)N1C(=O)CSc1nnc(CSc2ncccn2)n1C (stereo unspecified)	i	37	1.6%	i	4.9	3%	-0.6%	-11	-6	7%	2.1	945	6%
CCOC(=O)c1cnc2c(Cl)c(Cl)ccc2c1NCCN1CCOCC1	i	64	4.8%	i	0.4	6%	-0.6%	x	x	5%	x	x	8%
O=C(NCc1ccco1)c1ccc2c(c1)N(Cc1ccccc1)C(=O)CS2=O (stereo unspecified)	i	36	0.3%	i	0.4	19%	0.0%	0	1	-3%	-10	1174	4%
CCCc1cc(-c2nc(-c3ccc(C)cc3)cs2)ccn1	i	60	0.4%	i	0.5	27%	-1.2%	78*	51*	0%	1.0	1012	-6%
CC(CN(C)Cc1ccccc1)OC(=O)c1ccc2c(c1)OCCO2 (stereo unspecified)	i	66	1.5%	i	0.3	8%	0.2%	38	-1	-5%	-1.5	1106	0%
COc1ccc(S(=O)(=O)N2CCN(C(=O)COc3ccccc3)CC2)cc1	i	46	0.3%	i	0.5	35%	-0.9%	-13	-21	-7%	4.0	1045	0%
COc1cc(OC)cc(C(=O)Nc2ccc(C(=O)c3ccncc3)cc2)c1	i	60	1.8%	i	0.7	1%	-1.0%	x	x	6%	x	x	6%
Cc1ncc(CO)c(/C=N/Nc2cccc(Cl)n2)c1O	i	17	0.3%	i	1.3	12%	-0.1%	x	x	0%	x	x	9%
Cc1cc(N2CCN(C(=O)c3ccco3)CC2)n2nc(-c3cccc(F)c3)cc2n1	i	30	1.4%	+	18*	9%	x	5	11	-12%	-2.3	1146	13%
Cc1ccc(SC[C@H](CC(C)C)N2CCN(C)CCC2=O)cc1	x	x	x	i	1.7	x	0.7%	x	x	6%	-1.4	1352	6%
CC(O)Cn1c(=O)c2c(nc(Br)n2Cc2ccccc2)n(C)c1=O (stereo unspecified)	i	65	0.5%	i	6.4	6%	-0.2%	-22	-3	-7%	-0.5	1150	2%
C=C(C)COc1ccc2c(C)c(CC(=O)N3C[C@H]4C[C@@H](C3)c3cccc(=O)n3C4)c(=O)oc2c1C	i	58	1.9%	i	2.0	6%	0.9%	x	x	-4%	x	x	6%
O=C(O)CC1S/C(=N\N=C2CCCCCC2)N(c2ccccc2)C1=O (stereo unspecified)	i	49	1.4%	i	0.3	10%	0.2%	x	x	-13%	-0.8	1324	-9%
CSc1ccc(C(=O)C2CCCN(C(=O)c3ccc(C)nc3)C2)cc1 (stereo unspecified)	i	19	4.2%	i	1.3	5%	-0.9%	0	-11	0%	-0.3	1190	5%
CCOc1ccccc1NC=C1C(=O)OC2(CCCCC2)OC1=O	i	50	-0.1%	i	0.7	5%	0.0%	-10	-6	6%	-1.0	1250	0%
O=C(CSc1nnc(-c2ccc(F)cc2)o1)Nc1ccccc1N1CCOCC1	i	56	1.0%	i	1.5	x	-0.1%	x	x	x	x	x	12%
COc1ccc(CC(=O)Oc2cc(C)[nH]c(=O)c2[N+](=O)[O-])cc1	i	39	-0.3%	i	0.7	20%	-0.1%	-8	7	-13%	6.9	431	4%
O=C(Nc1ccc(C(=O)O)cc1)/C(=C\c1ccccc1)NC(=O)c1ccco1	i	8	1.7%	i	0.4	0%	0.2%	x	x	3%	x	x	3%
COc1ccc(C2CC(C(F)(F)F)n3ncc(C(=O)Nc4cccc(O)c4)c3N2)cc1OC (stereo unspecified)	i	35	2.7%	i	1.3	8%	0.1%	13	-13	1%	0.4	1330	5%
Cc1c(CC(=O)NCC(=O)O)c(=O)oc2cc3c(cc12)CCC(C)(C)O3	i	32	0.2%	i	0.6	0%	-0.1%	x	x	x	x	x	-3%
Cc1nn(C)c(C)c1NC(=S)Nc1ccc(S(=O)(=O)Nc2ncccn2)cc1	i	6	0.9%	i	2.2	7%	-0.2%	x	x	-1%	x	x	3%
O=C(O)Cc1cn(Cc2ccc(F)cc2)c2ccccc12	i	60	3.0%	i	0.4	5%	x	3	7	0%	-0.2	1065	5%
COc1ccc(-c2cnc3n2CCCCC3)cc1	i	4	0.4%	i	0.4	4%	-1.2%	x	x	-4%	0.3	1344	-4%
O=C(N/N=C/c1ccc(Cl)cc1Cl)c1ccncc1	i	27	0.5%	i	0.3	-2%	-0.1%	x	x	4%	x	x	5%
COc1cc([N+](=O)[O-])ccc1NC(=O)NNC(=O)C(C)Oc1ccc(F)cc1F (stereo unspecified)	i	22	3.6%	i	1.2	10%	-0.3%	x	x	-5%	x	x	13%
COc1ccc(NC(=O)c2cc(-c3ccc(C)c(C)c3O)n[nH]2)cc1Cl	i	44	u	i	0.5	4%	-1.3%	x	x	5%	x	x	11%
COc1cccc(C2[C@H](C)C3(CCN2C)OCCO3)c1 (stereo partly specified)	i	53	1.3%	i	0.3	6%	-0.7%	-4	15	-6%	-2.2	569	-3%
Cn1cc(CC(=O)NCCCN2CCCC2=O)c2ccccc21	i	35	3.7%	i	2.2	-1%	-0.2%	-9	-12	-7%	2.0	1154	7%
CC(C)CC(=O)NC(NCC1CCCO1)C(Cl)(Cl)Cl (stereo unspecified)	i	26	-0.5%	i	1.0	4%	1.3%	0	-13	8%	4.0	1059	5%
CC(C)CNC(=O)c1cccc(NC(=O)c2ccc(NC(=O)c3ccco3)cc2)c1	i	15	0.2%	i	1.5	11%	-0.2%	-6	8	22%	-1.0	1017	3%
COc1cc(OC)c(OC)cc1/C=N/n1c(-c2n[nH]c3c2CCC3)n[nH]c1=S	i	27	x	i	0.2	u	-0.3%	x	x	-12%	-5.0	1205	21%
CCN(CC)CCNC(=S)Nc1ccc2nc(N3CCN(C)CC3)cc(C)c2c1	i	12	-1.2%	i	0.2	6%	0.5%	x	x	1%	x	x	21%
Cc1cccc(-c2n[nH]c(=S)n2Cc2ccccc2)c1	i	17	1.0%	i	1.3	23%	-0.1%	72*	32*	24%	0.6	473	16%
COc1ccc(CCC(=O)Nc2ccc(Br)cn2)cc1	i	10	1.5%	i	3.6	0%	0.5%	7	0	-3%	-1.3	901	15%
Brc1cccc(-c2nnco2)c1	i	31	2.5%	i	0.5	4%	0.2%	-4	-9	-10%	-0.8	1048	6%
CC(C)CN(C(=O)c1ccc2c(c1)OCCO2)c1c(N)n(Cc2ccccc2)c(=O)[nH]c1=O	i	55	1.1%	i	1.0	11%	x	x	x	-2%	x	x	5%
COc1ccc(CCN2C(=O)c3[nH]nc(-c4ccccc4O)c3C2c2cccc(Cl)c2)cc1 (stereo unspecified)	i	20	-4.2%	i	2.8	1%	1.6%	-8	9	0%	3.1	1354	8%
CS(=O)(=O)Nc1ccc(C(=O)NC2CCCC2)cc1	i	44	-0.9%	i	0.9	-1%	-0.3%	-3	-4	-14%	-3.9	1124	7%
COC(=O)C1(Cc2ccccc2)NC(c2ccccc2C)C2C(=O)N(c3ccc4c(c3)OCO4)C(=O)C21 (stereo unspecified)	i	22	4.2%	i	0.8	3%	-0.1%	5	-12	-6%	x	x	13%
